NCI-60 one-dose screen, 48 h, at 10 µM unless noted. Numbers give growth in % (100 = growth as untreated, 0 = no growth, -100 = all killed).
MOLT-4 – MOLT-4 leukemia cells. hit rate 6.9% among 80,000
CCRF-CEM – CCRF-CEM leukemia; hit rate 7% among 77,000; AID 1794778
RPMI-8226 – RPMI-8226 leukemia cells; hit rate 7.5% among 77,000
HOP-62 – HOP-62 NSCLC; AID 1794735; hit rate 3.9% among 80,000
SR – SR leukemia cells | hit rate 8.7% among 73,000 | AID 1794780
MDA-MB-435 – MDA-MB-435 melanoma; hit rate 7.8% among 82,000
K-562 – K-562 leukemia; hit rate 7.4% among 78,000
MDA-MB-468 – MDA-MB-468 breast cancer; AID 2202374; hit rate 8.5% among 78,000
The depositor's hits bear a star; / = no result given; & = joins results of further samples; [ ] = another dose, or the depositor's remark. Rule for the calls: active = growth percent below 10; inactive = the rest.

SMILES	MOLT-4	CCRF-CEM	RPMI-8226	HOP-62	SR	MDA-MB-435	K-562	MDA-MB-468
COc1ccc([C@H]2[C@H](C(=O)O)c3ccccc3C(=O)N2c2ccc(OC)cc2)cc1	122	15	86	104	112	103	101	98
CC1(C)CCc2cc(-c3ccn(S(=O)(=O)c4ccc(C(C)(C)C)cc4)n3)ccc2O1	98	74	65	120	78	93	72	62
CCCCCOC(=O)c1ccc(NC(=O)CNCC(C)C)cc1	87	74	73	85	82	99	89	102
O=C(NCn1c(=O)[nH]c2ccccc2c1=O)OCc1ccccc1	95	114	100	91	/	96	98	84
O=C(O)Cc1ccc(C(=O)O)cc1	91	90	102	88	93	107	103	96
Brc1ccc(-c2cc(-c3ccc4c(c3)OCCO4)n[nH]2)s1	19	18	13	51	18	-38*	12	7.7*
CCCCCOC(=O)c1ccc(C)cc1	100	104	108	115	/	106	101	109
COc1ccc(-n2ncn(Cc3cc(=O)oc4ccc(C)cc34)c2=O)cc1	/	95	83	85	/	97	88	95
NC(=Nc1ccccc1)SCCCCCCSC(N)=Nc1ccccc1	60	49	47	82	62	83	21	31
COc1ccc(/C=N/NC(=O)CSc2nc3ccccc3c(=O)n2CCc2ccc(S(N)(=O)=O)cc2)cc1	61	60	46	66	61	92	34	88
O=C(C(=O)c1cc(Br)ccc1O)c1cc(Br)ccc1O	38	53	17	50	24	50	43	29
CC1=C(C(=O)Nc2ccccc2)C(c2ccc3ccccc3c2)n2c(nc3ccccc32)N1 (centres undefined)	13	11	41	113	38	54	44	18
Cc1ccc(S(=O)(=O)NC(=O)O/N=C/c2ccc3c(c2)OCO3)cc1	110	100	101	112	103	110	99	113
COc1ccc(C2=CC(c3ccc4c(c3)OCO4)NC(=O)N2)cc1 (centres undefined)	99	94	86	100	80	99	86	96
CC(=O)OC[C@]12CC[C@@H](C(=O)CBr)[C@@H]1[C@H]1CC[C@@H]3[C@@]4(C)CCCNC(C)(C)[C@@H]4CC[C@@]3(C)[C@]1(C)CC2	-23*[100 µM]	-33*[100 µM]	-36*[100 µM]	-87*[100 µM]	15[100 µM]	-88*[100 µM]	5.9*[100 µM]	-68*[100 µM]
C=CCOc1c(CCC)cc(C(=O)O)cc1CCC	94	103	105	101	94	106	95	93
CCCCNC(=O)c1[nH]cc(-c2ccccc2)c1-c1cc(OC)c(OC)c(OC)c1	96	94	96	107	91	99	93	100
COc1c(C2CC(=O)Nc3c2cnn3Cc2ccco2)cc2c(c1OC)OCO2 (centres undefined)	1.5*	10	-1.9*	12	2.1*	-58*	5.7*	16
CC1=NN(c2ccccc2)C(=O)C1C(=S)SC1CC(=O)NC1=O (centres undefined)	94	101	100	97	92	111	95	129
Cc1ccc(C(=O)Nc2ccc(CNCCN3CCNCC3)c(C(F)(F)F)c2)cc1C#Cc1cnc2cccnn12	-50*	-40*	-23*	-49*	-39*	-76*	-22*	-83*
Nc1c(I)cc(I)cc1C(=O)O	111	/	103	98	108	103	126	116
COC1=C(Nc2ccccc2)C(=O)C(OC)=C(Nc2ccccc2)C1=O	99	96	108	100	90	113	104	97
Cc1cccc(CC2(O)C(=O)Nc3ccccc32)n1 (centres undefined)	86	95	91	103	87	105	/	111
Cc1ccc(-n2c(-c3ccccc3)c(-c3ccccc3)c3c(SCC(=O)N/N=C/c4ccc([N+](=O)[O-])cc4)ncnc32)cc1	98	98	87	85	105	104	74	92
Nc1ccc(SCc2nc3cccc4c3n2CCC4)cc1	111	90	99	105	102	96	111	91
Following part:
SMILES	MOLT-4	CCRF-CEM	RPMI-8226	HOP-62	SR	MDA-MB-435	K-562	MDA-MB-468
CS(=O)(=O)OCc1cc(=O)c(OS(C)(=O)=O)co1	86	66	84	94	83	91	88	79
CC/C(=C/c1c(O)cccc1OC)c1ccc2c(OC)cccc2[o+]1	104	102	109	101	90	98	97	95
COc1ccc(/C=C(\c2cc(OC)c(OC)c(OC)c2)c2nnc(-c3ccc(Br)cc3)o2)cc1	88	/	94	98	91	95	90	101
COc1ccc(N2C(=N)C(=S)N(c3ccc(C)cc3)C2=O)cc1	91	88	98	84	79	112	76	111
CCOC(=O)c1c(NC(=O)c2ccccc2)sc2c1CCC(=O)C2	92	96	89	93	54	43	20	123
Cc1c(Cl)cccc1C(=O)Nc1nc2c(s1)CN(C(=O)c1ccc(C(F)(F)F)cc1)CC2	22	16	11	42	21	-12*	10	18
NNC(=O)C1C(O)CCC2CN3CCc4c([nH]c5ccccc45)C3CC21 (centres undefined)	101	102	102	105	109	/	122	95
COc1ccc(C2c3sc4c(C)cccc4c3Oc3nc(CC(=O)Nc4ccccc4)[nH]c(=O)c32)cc1 (centres undefined)	101	/	89	61	63	34	52	19
COc1cccc(C(=O)Nc2nnc(CCS(=O)(=O)c3ccc(C)cc3)s2)c1	/	/	86	105	86	106	92	91
O=C(N/N=C/c1ccc(O)cc1)c1ccc2nc(-c3ccc(Cl)cc3)[nH]c2c1	84	86	98	100	98	103	100	110
O=C1/C(=C/c2ccc(Br)cc2)Oc2ccc(O)c(O)c21	53	32	56	76	/	97	58	82
CCn1ncc2c(NNS(=O)(=O)c3ccc([N+](=O)[O-])cc3)ncnc21	116	103	100	96	100	106	100	101
CCCCNCCCCCNc1cc(OC)cc2cccnc12	100	106	77	88	71	102	77	69
COc1ccc(/C=C2/N=C(c3cnccn3)N(c3cccc4cccnc34)C2=O)cc1	96	111	82	89	94	99	137	88
CC(=O)OC[C@H]1OC(Sc2sc(C(=O)c3ccc(Br)cc3)c(N)c2-c2nc3ccccc3s2)[C@@H](OC(C)=O)[C@H]1OC(C)=O (some centres undefined)	94	101	92	83	/	102	101	111
CSc1nc(Nc2cccc(NC(=O)/C(C#N)=C/c3c(Cl)cccc3Cl)c2)c(C#N)c(-c2cccc([N+](=O)[O-])c2)n1	24	43	27	90	/	43	20	37
COC(=O)[C@H](Cc1cn(C)cn1)NC(=O)[C@H](CC(C)C)NC(=O)Nc1cc(C(F)(F)F)cc(C(F)(F)F)c1	-57*[100 µM]	/	-53*[100 µM]	-100*[100 µM]	-46*[100 µM]	-97*[100 µM]	-65*[100 µM]	-72*[100 µM]
Cc1nc2cc(Nc3nc(Nc4ccc(O)cc4)nc(Nc4ccc(F)cc4)n3)ccc2n1Cc1ccccc1	80	92	73	97	79	96	79	87
O=C(O)CC1Cc2ccccc2C1C(=O)O (centres undefined)	82	86	110	/	-8.4*	108	91	106
COc1ccc(/C=N/NC(=O)c2cnn3c2NC(c2ccccc2)C3)cc1OC (centres undefined)	50	67	83	60	32	0.4*	24	35
Cc1ccc(NC(=O)N(CCCl)N=O)cc1NC(=O)N(CCCl)N=O	97	98	89	/	32	98	85	106
Nc1nc(N)c2nc(CNc3ccc(C(=O)NC(CCC(=O)O)C(=O)O)cc3)cnc2n1 (centres undefined)	31&26	30&23	55&61	12&39	40&15	24&36	32&19	12&13
COC(=O)[C@@H](Cc1c[nH]c2ccccc12)NC(=O)[C@H](C)NCc1ccc2[nH]ccc2c1	91	94	82	93	75	106	89	101
O=C(NCc1ccccc1)/C(=C/c1ccc([N+](=O)[O-])cc1)CC(=O)c1ccc(Cl)c(Cl)c1	70	89	74	90	95	98	71	98
CC1(C)CC(=O)C2=C(C1)OC(C(=O)c1ccc(Cl)cc1)C2c1cccc(Oc2ccccc2)c1 (centres undefined)	36	54	49	88	53	76	45	49

Quoted at random: 6 records from the list, in no set order.
SMILES	MOLT-4	CCRF-CEM	RPMI-8226	HOP-62	SR	MDA-MB-435	K-562	MDA-MB-468
CC1(C)CC(=O)C2=C(C1)OC(C(=O)c1ccc(Cl)cc1)C2c1cccc(Oc2ccccc2)c1 (centres undefined)	36	54	49	88	53	76	45	49
CC/C(=C/c1c(O)cccc1OC)c1ccc2c(OC)cccc2[o+]1	104	102	109	101	90	98	97	95
CCn1ncc2c(NNS(=O)(=O)c3ccc([N+](=O)[O-])cc3)ncnc21	116	103	100	96	100	106	100	101
COc1ccc(N2C(=N)C(=S)N(c3ccc(C)cc3)C2=O)cc1	91	88	98	84	79	112	76	111
Cc1ccc(NC(=O)N(CCCl)N=O)cc1NC(=O)N(CCCl)N=O	97	98	89	/	32	98	85	106
Nc1nc(N)c2nc(CNc3ccc(C(=O)NC(CCC(=O)O)C(=O)O)cc3)cnc2n1 (centres undefined)	31&26	30&23	55&61	12&39	40&15	24&36	32&19	12&13

More records.
SMILES	MOLT-4	CCRF-CEM	RPMI-8226	HOP-62	SR	MDA-MB-435	K-562	MDA-MB-468
CCOC(=O)C/C(=N\Nc1cc(=O)[nH]c2cc(C)ccc12)C(=O)OCC	117	100	94	100	104	102	113	105
CNC(=O)c1ccccc1CC1(O)c2ccccc2Oc2ccccc21	38	56	70	71	8.5*	-51*	22	43
COc1cc2oc(-c3cccc(C(=O)Nc4ccc(Br)cc4)c3)cc(=O)c2c(OC)c1OC	50	42	8.6*	58	18	66	49	64
c1cc2[nH]c3ccncc3c2cn1	93&91	93&101	93&111	101&95	85&84	106&106	90&103	95&105
COC(=O)c1ccc(NC(=O)c2c(C)[nH]c3ccc([N+](=O)[O-])cc3c2=O)cc1O	84	90	75	91	113	102	80	79
O=[N+]([O-])c1ccccc1Nc1ccccc1	81	105	104	98	97	136	106	110
COC(=O)C1=COC(C)C2C[n+]3ccc4c([nH]c5ccccc54)c3CC12 (centres undefined)	94&99	104&97	96&94	88&95	99&104	109&106	85&94	86&94
O=C1Nc2ccc(Cl)cc2/C1=N/N=C/c1ccc(O[C@H]2O[C@@H](CO)[C@H](O)[C@H](O)[C@@H]2O)cc1	102	98	93	85	104	100	101	112
Cc1cc(Br)ccc1-n1cc(C#N)c(N)c1C(=O)c1ccc(F)cc1	101	90	108	98	100	105	113	113
Cc1ccc(S(=O)(=O)OC2CCCCC2)cc1	94	86	99	95	84	113	86	96
CCOC(=O)c1c(CN(C)Cc2ccccc2)nc2ccc(Cl)cc2c1-c1ccccc1	78	66	58	115	76	117	83	93
Brc1cccc(OCCCCn2ccnc2)c1	121	88	98	90	101	91	68	/
N#Cc1ccc(CCc2ccccc2)[nH]c1=O	105	52	111	109	116	112	107	105
COc1ccc(NC2=C(I)C(=O)C(C)=C(C)C2=O)cc1	-6.3*	-11*	3.0*	85	12	-72*	1.4*	-42*
Cc1cc(-c2cccc(S(=O)(=O)NC(=O)[C@@H](N)CC(C)C)c2)nc(N)n1	106	97	96	118	92	109	100	105
C=CCOc1c(C(C)C)cc(C(N)=O)cc1C(C)C	94	100	103	87	102	102	101	100
O=C(Nc1ccc(OS(=O)(=O)c2ccc(C(F)(F)F)cc2)cc1)C1CCCCC1	95	/	73	85	86	103	94	97
NC1=NC(c2ccc(OCc3ccccc3)cc2)n2c(nc3ccccc32)N1 (centres undefined)	81	88	78	95	/	111	84	79
CCCCCCCC/C=C\CCCCCCCCOc1cccc(CC(=O)NCC[N+]2(C)CCCCC2)c1	57	38	67	67	35	82	46	53
NS(=O)(=O)c1ccc(Cn2c(=O)c3cc4c(=O)n(Cc5ccc(S(N)(=O)=O)cc5)c(=O)c4cc3c2=O)cc1	98	100	96	98	98	102	100	94
O=C1Nc2ccccc2/C1=C/C(=N/c1nnc(-c2ccc(Cl)cc2)s1)c1ccccc1	-26*	-43*	-14*	52	-28*	42	8.7*	28
c1ccc(-n2cc(COc3ncnc4c3cnn4-c3ccccc3)nn2)cc1	113	102	/	105	86	100	101	110
COc1cc2cc(NC(=O)c3ccc(Cl)cc3)nc(C)c2cc1OC	91	/	/	/	78	82	96	89
OC(c1ccc(Cl)cc1)C(Nc1ccccc1)c1ccc(Cl)cc1 (centres undefined)	/	/	105	99	/	117	/	97
Cn1c(/N=C/c2ccc([N+](=O)[O-])cc2)c(N)c(=O)n(C)c1=O	104	102	105	110	95	110	104	103

Part of the list above, showing only HOP-62.
compound	HOP-62
Cc1cc(Br)ccc1-n1cc(C#N)c(N)c1C(=O)c1ccc(F)cc1	98
CCOC(=O)C/C(=N\Nc1cc(=O)[nH]c2cc(C)ccc12)C(=O)OCC	100

Full records, looked up by structure:
`CC1(C)CC(=O)C2=C(C1)OC(C(=O)c1ccc(Cl)cc1)C2c1cccc(Oc2ccccc2)c1` (centres undefined) is listed as MOLT-4 = 36; CCRF-CEM = 54; RPMI-8226 = 49; HOP-62 = 88; SR = 53; MDA-MB-435 = 76; K-562 = 45; MDA-MB-468 = 49
`C=CCOc1c(C(C)C)cc(C(N)=O)cc1C(C)C` is listed as MOLT-4 = 94; CCRF-CEM = 100; RPMI-8226 = 103; HOP-62 = 87; SR = 102; MDA-MB-435 = 102; K-562 = 101; MDA-MB-468 = 100

Next part.
SMILES	MOLT-4	CCRF-CEM	RPMI-8226	HOP-62	SR	MDA-MB-435	K-562	MDA-MB-468
O=C(Nc1ccccc1)c1ccc([N+](=O)[O-])cc1	94	94	95	106	92	98	103	114
CCn1c2ccccc2c2cc(Nc3ccc(O)cc3)ccc21	83	101	71	77	91	98	76	108
CC(C(=O)NCCc1c[nH]c2ccccc12)N1C(=O)/C(=C/c2ccco2)SC1=S (centres undefined)	97	101	101	107	114	101	104	102
CCOC(=O)c1cn2ncnc(Oc3ccc(NC(=O)NCCN(CC)CC)c(Cl)c3)c2c1C	49	36	/	84	-27*	9.1*	-9.8*	53
c1ccc(CCCCc2ccccn2)cc1	109	122	122	115	110	116	107	98
C=C1CC[C@@H]2[C@](C)(COC(C)=O)[C@H](OC(C)=O)CC[C@@]2(C)[C@@H]1CC(NC1CC1)C1=CCOC1=O (some centres undefined)	87	95	70	102	74	96	74	92
Cc1nnc(N/N=C/c2ccc([N+](=O)[O-])o2)[nH]c1=O	5.9*	-22*	42	11	8.3*	12	11	31
Nc1cc2c(cc1Cl)-c1ccc(Cl)cc1C2	45	49	/	93	81	93	78	33
CC(=O)OCc1cc2c(cc1[N+](=O)[O-])OCO2	99	101	106	102	100	108	90	108
O=CC(O)C(O)C(O)C(O)CO (centres undefined)	115	110	107	105	105	110	115	103
N=C(N)c1ccc(-c2ccc(-c3ccc(Cl)cc3Cl)o2)nc1	1.6*	-13*	/	29	1.9*	-92*	1.1*	-34*
COC(=O)CCCN1C(=O)/C(=C/N2N=C(c3ccc(OC)cc3)CC2c2ccc(OC)cc2)SC1=S (centres undefined)	64	86	75	34	112	95	87	81
O=S(=O)(O)CCl	99	/	99	112	85	108	95	108

Assay outcomes from PubChem.
